Growth percent in the NCI-60 one-dose screen (48 h, 10 µM unless noted): 100 = growth as untreated, 0 = no growth, -100 = all killed.
RXF 393: RXF 393 renal cancer cells. AID 1794773. actives 6.9% (n = 77,000)
CAKI-1: CAKI-1 renal cancer | AID 1794772 | actives 4.7% (n = 75,000)
SN12C: SN12C renal cancer cells. actives 3.8% (n = 81,000). AID 1794767
UO-31: UO-31 renal cancer | actives 5.2% (n = 81,000) | AID 1794768
A498: A498 renal cancer cells | actives 5.4% (n = 76,000)
ACHN: ACHN renal cancer | actives 4.9% (n = 81,000) | AID 1794771
U251: U251 CNS tumor cells | actives 5.4% (n = 80,000)
786-0: 786-0 renal cancer cells; AID 1794775; actives 5.1% (n = 81,000)
TK-10: TK-10 renal cancer cells. actives 3.9% (n = 81,000). AID 1794769
Active calls of the source: *; . = not tested or not shown; [ ] = dose if it differs, or a comment. Rule for the calls: active = growth percent below 10; inactive = the rest.

Molecule	SN12C	A498	UO-31	CAKI-1	RXF 393	TK-10	786-0	U251	ACHN
O=C1/C(=C/c2ccccc2)COc2ccc(O)cc21	92	99	76	94	105	106	87	55	101
Cc1cc(C)c(C(=O)CCC[n+]2ccccc2)c(C)c1	102	99	86	95	113	79	88	94	103
CCOC(=O)c1cccc(NC2=C(Cl)C(=O)C(C)=C(C)C2=O)c1	95	89	97	89	102	129	105	91	106
O=C(CCCl)Nc1ccccc1	97	100	87	.	122	94	98	100	112
CCn1c(C)c(C(=O)C(=O)N(C)C)c2ccccc21	102	100	83	103	106	99	102	109	105
C=C(C)[C@@H]1CC[C@]2(C(=O)N3CCN(C)CC3)CC[C@]3(C)[C@H](CC[C@@H]4[C@@]5(C)CC[C@H](O)C(C)(C)[C@@H]5CC[C@]43C)[C@@H]12	-74*	99	-86*	-84*	-92*	-93*	-95*	-85*	-92*
COc1ccc2[nH]c(C(=O)OCc3ccc4c(Br)cc(Br)c(O)c4n3)cc2c1	-71*	-17*	-100*	-99*	-89*	-96*	-82*	-28*	-98*
CC(C)N(CCCNC(=O)Nc1ccc(C(C)(C)C)cc1)C[C@H]1O[C@@H](n2ccc3c(N)ncnc32)[C@H](O)[C@@H]1O	93	84	96	100	98	104	108	95	106
O=S(=O)(Oc1ccc(-c2ccc3occc3c2)cc1)c1ccc(F)cc1	96	97	90	83	97	94	93	102	106
O=c1nc(N2CCOCC2)oc2ccc(-c3cccc4c3sc3ccccc34)cc12	94	63	99	.	106	.	95	93	102
Cc1ccc2c(Cn3cc(COc4ccc5c(c4)NC(=O)CC5)nn3)cc(=O)oc2c1	88	108	79	79	74	83	103	94	97
Cc1[nH]c(C(=O)Nc2ccccc2OCc2cccc(C(=O)NC3CCCNC3)c2)c(Cl)c1Cl (stereo not drawn)	-73*	66	-13*	-91*	-69*	-75*	-72*	-58*	-87*
Fc1ccc(C(c2ccc(F)cc2)N2CCN(C/C=C/c3ccccc3)CC2)cc1	70	91	54	60	86	76	81	69	.
c1ccc2c(Nc3cccc4ccccc34)cccc2c1	59	81	41	40	84	81	81	32	79
COC(=O)C1=NNC(C(=O)OC)C1c1ccccc1 (stereo not drawn)	102	.	74	93	115	108	105	.	112
CCCCOc1nc2c(C)cccc2cc1-c1cc(-c2ccc(Cl)cc2)nc(-c2ccc(Cl)cc2)c1	96	90	96	94	106	108	102	100	101
COC(=O)C(C(=O)Cc1ccccc1[N+](=O)[O-])C(=O)OC	105	122	75	97	110	131	109	103	93
Cc1cc(C)cc(NC(=O)Cn2cc(COn3nnc4ccccc43)nn2)c1	97	118	93	97	122	100	101	103	100
COc1cccc(/C=N/N(C)c2c([N+](=O)[O-])cc(C(F)(F)F)cc2[N+](=O)[O-])c1O	101	108	109	117	118	129	120	.	94
O=C(O)c1nnn(-c2ccc(Cl)cc2)c1-c1ccco1	105	102	91	101	110	96	103	95	108

Molecule	SN12C	A498	UO-31	CAKI-1	RXF 393	TK-10	786-0	U251	ACHN
COc1ccc2cc(/C=C3\SC(=O)NC3=O)c(Cl)nc2c1	92	.	73	88	84	113	90	92	87
CC(C)(O)C1=CC2=CC[C@@H]3C(C)(C)C(=O)CC[C@@]3(C)[C@@H]2CC1	99	100	80	87	121	106	105	98	101
O=C1C=Cc2ccccc2/C1=C\c1sc(NC(=O)c2ccccc2)nc1O	103	78	74	72	102	146	102	103	98
O=C(/C=C/c1sc(Cl)nc1Cl)c1ccccc1	45	100	91	93	100	111	97	70	47
COc1cc(/C=C/c2ccc3c(Br)cc(Br)c(O)c3n2)ccc1O	53	-4.9*	0.1*	.	1.7*	30	33	16	22
CCc1c(C(=O)N[C@H]2c3cc(Cl)ccc3CC[C@H]2O)[nH]c(C)c1C(C)=O	.	103	67	67	82	75	85	44	70
COc1ccc(C(=S)N2CCN(c3ccccc3)CC2)cc1	102	97	99	87	107	98	75	98	99
Cn1cccc1-c1cc(-c2ccc(Br)cc2)n(N=O)c(=O)c1C#N	94	74	78	82	98	111	85	93	92
N#Cc1c(Cl)nc(SCc2ccc(F)cc2)nc1-c1ccc(Cl)cc1	96	.	89	88	116	112	107	103	99
SCCNCc1ccccc1	105	104	101	113	108	110	.	108	106
Cc1ccc(NCCNCC(C)(C)O)c2c(=O)c3ccc(Cl)cc3sc12	34	59	41	.	24	74	54	-74*	3.4*
COc1cc(/C=C2\Oc3cc(OCCN4CCCC4)ccc3C2=O)cc(OC)c1	91	74	84	72	.	114	92	88	95
NC(=O)NC(CC(=O)O)C(=O)O (stereo not drawn)	99	89	87	98	102	103	101	101	94
COc1ccc(C2=C(c3ccc(OC)cc3)C3(c4ccccc4)C(=O)C2(c2ccccc2)C2C(=O)N(c4ccc(C)cc4)C(=O)C23)cc1 (stereo not drawn)	97	104	93	103	90	105	101	101	99
CC(=O)Nc1ccc(-c2cn(-c3cccc(C(=O)Nc4cc(C(F)(F)F)cc(C(F)(F)F)c4)c3)nn2)cn1	-50*	-30*	1.1*	-44*	-69*	-10*	-43*	-66*	-26*
Cc1cc(C)nc(SC2=C(Nc3ccc(O)cc3)C(=O)N(Cc3ccccc3)C2=O)n1	94[40 µM]	112[40 µM]	71[40 µM]	64[40 µM]	29[40 µM]	110[40 µM]	98[40 µM]	92[40 µM]	93[40 µM]
CCC(=O)c1ccccc1C#N	102	103	88	89	112	89	100	103	98
CC1=N/C(=N\c2nc3cc(C)c(C)cc3[nH]2)NC(=O)CC1	93	88	72	84	93	119	95	92	91
CS(=O)(=O)c1ccc(-c2nc3ccccc3n2CC(=O)NO)cc1	102	115	89	92	119	106	100	102	108
CCN(CC)C(=O)COc1ccc(C=C2C(=O)NC(=S)NC2=O)cc1	100	76	85	96	108	94	98	90	100

Quoted at random: 5 compounds from above
Molecule	SN12C	A498	UO-31	CAKI-1	RXF 393	TK-10	786-0	U251	ACHN
COc1ccc(C2=C(c3ccc(OC)cc3)C3(c4ccccc4)C(=O)C2(c2ccccc2)C2C(=O)N(c4ccc(C)cc4)C(=O)C23)cc1 (stereo not drawn)	97	104	93	103	90	105	101	101	99
N#Cc1c(Cl)nc(SCc2ccc(F)cc2)nc1-c1ccc(Cl)cc1	96	.	89	88	116	112	107	103	99
CC(=O)Nc1ccc(-c2cn(-c3cccc(C(=O)Nc4cc(C(F)(F)F)cc(C(F)(F)F)c4)c3)nn2)cn1	-50*	-30*	1.1*	-44*	-69*	-10*	-43*	-66*	-26*
CC1=N/C(=N\c2nc3cc(C)c(C)cc3[nH]2)NC(=O)CC1	93	88	72	84	93	119	95	92	91
COC(=O)C1=NNC(C(=O)OC)C1c1ccccc1 (stereo not drawn)	102	.	74	93	115	108	105	.	112

The listing continues.
Molecule	SN12C	A498	UO-31	CAKI-1	RXF 393	TK-10	786-0	U251	ACHN
CC(CCN1CCN(CCC(C)CC(C)(C)C)S1(=O)=O)CC(C)(C)C (stereo not drawn)	98	97	97	107	111	110	109	98	110
CCCCCCCc1nc2c(c(=O)n(C)c(=O)n2C)n1C	81	93	81	97	.	114	92	92	101
NCC(O)CC(=O)O (stereo not drawn)	96	93	86	103	.	97	101	96	100
Cc1cc(Cl)nc(Cl)c1C#N	113	93	93	121	112	107	101	106	108
N=c1scc(-c2ccc(Cl)cc2)n1CC(=O)N1CCN(c2ccccc2)CC1	100	85	91	93	99	87	98	90	96
COc1ccc(C(OC(=O)C2CCc3cc(F)ccc3O2)C(=O)NC(C)(C)C)cc1 (stereo not drawn)	93	93	65	.	93	108	99	103	96
O=S(=O)(O)c1cc2onnc2c2ccccc12	105	80	89	117	121	132	110	99	99
CC(C)Cc1ccc(C(C)C(=O)NCc2ccc(Cn3c(=O)sn(-c4ccccc4)c3=O)cc2)cc1 (stereo not drawn)	102	90	82	87	.	99	102	101	99
Cc1cccc(CSc2nc(N)nc3nc[nH]c23)n1	92	.	95	93	111	94	100	103	103
Nc1nc2ccc(Cl)cc2[nH]1	96	92	72	81	105	98	110	103	99
N=C(N)c1ccc(-c2ccc(-c3ccccc3)o2)cc1	-40*	-22*	-82*	-1.5*	-76*	-77*	-86*	-78*	-66*
COc1ccc2nc(NC(=O)CSC(=S)N3CCN(c4ccccc4)CC3)sc2c1	98	113	84	106	112	117	109	110	110
N#C/C(=C\c1ccc(O)cc1)n1nnc2ccccc21	88	71	66	84	100	96	95	93	99
O=C1OC(c2ccc3ccccc3c2O)(c2ccc3ccccc3c2O)c2ccccc21	99	109	61	89	95	96	101	97	94
NCCOCCOc1nc(Oc2ccccc2C(=O)O)cc(-c2ccco2)n1	89	81	83	91	143	116	98	96	.
CC1C(=O)CC2C3(C)CCC2(C(C)C(=O)O)C(=O)C13 (stereo not drawn)	108	100	86	108	110	106	98	111	104
COc1cc(-c2nc(SCC(C)C)nc(Nc3ccc(S(N)(=O)=O)cc3)c2C#N)cc(OC)c1OC	93	59	75	88	118	113	99	87	100
COc1ccc(C(=O)CSc2nccc(Nc3ccc(S(=O)(=O)Nc4cc(C)on4)cc3)n2)cc1	115	117	88	98	123	112	104	104	104
COc1ccc(CCn2c(=N)c(C(=O)NCc3cccnc3)cc3c(=O)n4cccc(C)c4nc32)cc1	80	62	55	80	42	82	76	60	71
O=[N+]([O-])c1ccc(OCc2ccccc2)cc1	109	62	84	85	108	75	88	107	104

Compounds shown so far containing two or more sulfur atoms, in the order listed:
Molecule	SN12C	A498	UO-31	CAKI-1	RXF 393	TK-10	786-0	U251	ACHN
COc1ccc2nc(NC(=O)CSC(=S)N3CCN(c4ccccc4)CC3)sc2c1	98	113	84	106	112	117	109	110	110
COc1cc(-c2nc(SCC(C)C)nc(Nc3ccc(S(N)(=O)=O)cc3)c2C#N)cc(OC)c1OC	93	59	75	88	118	113	99	87	100
COc1ccc(C(=O)CSc2nccc(Nc3ccc(S(=O)(=O)Nc4cc(C)on4)cc3)n2)cc1	115	117	88	98	123	112	104	104	104

(cont.)
Molecule	SN12C	A498	UO-31	CAKI-1	RXF 393	TK-10	786-0	U251	ACHN
O=CN1N=C(c2ccc(Nc3ccnc4cc(Cl)ccc34)cc2)CC1c1ccccc1 (stereo not drawn)	54	21	24	38	31	60	31	34	33
Cc1nc2sc(C(=O)Nc3cccc(Cl)c3C)c(N)c2cc1C(=O)c1ccccc1	29	-7.4*	39	33	3.6*	47	33	16	34
CCCCC(CC)C(=O)CC(C)=O (stereo not drawn)	103	111	94	97	101	98	98	99	116
Nc1nc(-c2ccccn2)cc(-c2cc(-c3ccccn3)nc(N)n2)n1	108	156	91	97	105	107	112	109	110
CCN(CC)CCn1c2ccc(OC)cc2c2sc3cc(O)ccc3c(=O)c21	24	44	24	58	28	82	26	27	4.7*
CC(C)(C)S/C(Nc1ccccc1)=C(\C#N)C(=O)Nc1ccccc1	98	93	86	95	101	91	94	92	103
Nc1ncc([N+](=O)[O-])cn1	101	88	90	.	110	95	105	96	109
COc1ccc2oc3c(C)c4c(c(C)c3c2c1)C(=O)N(N)C4=O	91	93	81	93	117	131	89	95	94
O=C1NC(=O)C(Cc2ccc(OCc3ccc(-c4ccc(Br)cc4)cc3)cc2)S1 (stereo not drawn)	84	87	57	62	87	89	77	77	77
O=Cc1ccc(N=Nc2ccc(C=O)c(S(=O)(=O)O)c2)cc1S(=O)(=O)O	109	116	88	.	129	92	124	108	111
C/C(=N\NC(N)=S)c1nnn(-c2ccc([N+](=O)[O-])cc2)c1C	95	94	71	91	66	99	103	98	97
NC(=O)c1[nH]cnc1/N=N/N(CCO)Cc1ccccc1	116	117	76	51	109	78	107	101	119
Nc1nc(C(=O)NNC(=O)Nc2ccccc2)nn1-c1ccc(S(N)(=O)=O)cc1	92	93	80	86	101	108	98	94	99
O=C1[C@H]2Cc3c([nH]c4ccccc34)[C@H](c3ccc(Br)cc3)N2C(=O)CN1C1CCN(Cc2c(F)cccc2F)CC1	84	85	56	66	105	104	107	89	84
CCC(=O)N1C/C(=C/c2ccc(Br)cc2)C(=O)/C(=C/c2ccc(Br)cc2)C1	-49*	-66*	-96*	-26*	-93*	-31*	-77*	-81*	-55*
C/C(=N\O)c1ccc(NC(=O)CSc2nnc(-c3cc(-c4ccc(S(C)(=O)=O)cc4)nc4ccccc34)n2-c2ccccc2)cc1	89	53	65	74	99	107	94	93	91
CCOC(=O)c1ccc(N2C(=O)C(Cl)=C(Nc3cccc(C(F)(F)F)c3)C2=O)cc1	82	85	74	87	91	98	90	95	85
Cc1ccc(C=O)s1	98	93	82	95	110	116	99	100	111
O=C(O)C(c1ccccc1)C(O)C1CCCC1 (stereo not drawn)	100	103	82	100	148	112	103	102	105
COc1cc(C2CC(=O)N(c3ccc(F)cc3)C3=C2C(=O)OC3)cc(OC)c1OC (stereo not drawn)	105	89	90	108	98	99	124	101	109

Molecule	SN12C	A498	UO-31	CAKI-1	RXF 393	TK-10	786-0	U251	ACHN
CCN(CC)CCN1CNC(=S)NC1	98	105	84	106	114	103	101	105	102
N=C(N)c1ccc(-c2ccc(-c3ccc(Cl)c(Cl)c3)s2)nc1	37	91	33	-60*	79	112	-26*	-56*	-63*
CCn1cc(C(=O)O)c(=O)c2cc(F)c(N3CCN(C(=O)CSc4nc(N)cc(N)n4)CC3)cc21	.	98	86	102	113	100	104	97	102
COc1cccc(-n2nc(C(=O)NCc3ccccc3C)nc2-c2cc(OC)c(OC)c(OC)c2)c1	92	96	36	.	109	73	76	85	91
COc1ccc(C(=O)c2cc(OC)c(OC)c(OC)c2OC)cc1O	40	68	56	55	40	96	51	33	55
Cc1csc(N=Nc2ccc(N(C)C)cc2)[n+]1[O-]	100	90	76	115	91	103	97	97	98
CC(C)(Sc1cc(C(C)(C)C)c(OC(=O)CCCC(=O)O)c(C(C)(C)C)c1)Sc1cc(C(C)(C)C)c(OC(=O)CCCC(=O)O)c(C(C)(C)C)c1	20	66	38	53	38	59	50	14	27
CCOC(=O)C1NC(=O)NC1C(=O)OCC (stereo not drawn)	104	87	97	104	124	94	99	97	106
